# NCI-60 one-dose screen, 48 h, at 10 µM unless noted. Numbers give growth in % (100 = growth as untreated, 0 = no growth, -100 = all killed).
# LOX IMVI – LOX IMVI melanoma. AID 1794757. 79,000 compounds, 7.4% hits
# T-47D – T-47D breast cancer. 79,000 compounds, 5% hits
# MALME-3M – MALME-3M melanoma; AID 1794766; 78,000 compounds, 5.8% hits
# UACC-257 – UACC-257 melanoma; 78,000 compounds, 4.4% hits
# HS 578T – HS 578T breast cancer | 78,000 compounds, 4.1% hits | AID 1794788
# SK-MEL-5 – SK-MEL-5 melanoma; 80,000 compounds, 6.4% hits
# SK-MEL-2 – SK-MEL-2 melanoma; 77,000 compounds, 4.7% hits
# SK-MEL-28 – SK-MEL-28 melanoma; 81,000 compounds, 4.1% hits
# Starred values were filed as active, the others as inactive; . = no result given; & = joins results of further samples. Rule for the calls: active = growth percent below 10; inactive = the rest.
SMILES,LOX IMVI,T-47D,MALME-3M,UACC-257,HS 578T,SK-MEL-5,SK-MEL-2,SK-MEL-28
O=c1nc2c(-c3nc4ccccc4s3)n[nH]n2c2ccsc12,77,87,66,90,81,70,85,88
N#CCCOCN(COCCC#N)c1nc(N(COCCC#N)COCCC#N)nc(N(COCCC#N)COCCC#N)n1,97,109,104,93,107,.,.,116
CC(=O)N=c1ccc2nc3c(cc(N)c4ccccc43)oc-2c1,-74*,-58*,-67*,-82*,-28*,-100*,-42*,-2.3*
c1ccc2c(c1)ccc[n+]2CCC1CCCCC1,67,60,74,41,105,25,111,91
[C-]#[N+][C@]12C(=O)[C@H](CCC1(C)C)C(C)(C)[C@H]1C(=O)N(C)c3cccc2c31,105,62,57,46,109,66,88,107
CN1CCN(c2ccc(Nc3nc(NCCCNC(=O)C4CCCCC4)c4sccc4n3)cc2)CC1,10,37,-97*,-31*,43,22,102,-81*
COc1ccc(-c2cn(-c3ccc(-n4cc(-c5ccc(OC)cc5)[nH]c4=O)cc3)c(=O)[nH]2)cc1,100,93,109,109,104,100,97,117
CC(CCl)Cn1snc(Cl)c1=O (stereo not given),96,98,99,98,101,101,116,107
O=C(N/N=C\c1ccccc1C(=O)O)C(=O)N/N=C\c1ccccc1C(=O)O,101&100,88&113,96&99,107&92,104&96,112&100,99&115,111&115
COc1cc(Cn2cc3c(c2-c2ccccc2)CCc2cnoc2-3)cc(OC)c1,90,52,.,87,105,81,90,109
C#CCn1cnc2c(Nc3cccc(NC(=O)C=C)c3)ncnc21,100,72,79,76,74,89,84,88
COCCOC(=O)C1=C(C)NC(C)=C(C(=O)OC(C)C)C1c1cccc([N+](=O)[O-])c1 (stereo not given),98,96,79,94,94,.,113,120
CSc1nc(Cl)cc(=O)[nH]1,99,110,102,91,94,111,99,106
N#Cc1c(-c2ccccc2)nc2c(c(-c3ccc(Cl)cc3)nn2-c2ccccc2)c1-c1ccccc1,106,95,106,107,106,101,108,104
CCOc1ccc2nc3ccc(Cl)cc3nc2c1,101,81,127,101,106,67,97,113
Nc1n[nH]c(C(=O)O)n1,101&98,97&98,98&103,104,98&118,107&104,92,108&105
NC(=S)N/N=C/c1ccc2c(n1)C(=O)C(Oc1ccc(F)c(F)c1)=CC2=O,93,105,107,91,98,92,98,111
Nc1ccc(N2CCN(c3ccc4nc(-c5ccc6nc(-c7ccc(O)cc7)[nH]c6c5)[nH]c4c3)CC2)cc1,94,98,82,108,100,99,106,101
COc1ccc(-c2cs/c(=N\N=C\c3ccc(F)c(OC)c3)n2C)cc1,71,51,80,60,87,38,78,97
O=C(CSc1nnc2n1N=C(c1ccc(Cl)cc1)CS2)c1ccc(Cl)cc1,93,67,101,75,.,82,.,108
C=C/C(C)=C/C[C@]1(C)[C@H](C)[C@@H](OC(=O)CCC)[C@H](O)[C@@]23C(=C[C@H](OC)C[C@@H]12)[C@@H](OC(=O)CCC)O[C@H]3OC(C)=O,-66*,-40*,-64*,.,-32*,-88*,-71*,-50*
CC12CCC3c4ccc(O)cc4CCC3C1C[C@H](O)[C@@H]2O (stereo not given in full),101,102,106,104,112,.,99,113
CCS(=O)(=O)Nc1ccc(-c2ccc(NNC(=O)c3ccccc3)nn2)cc1,100,87,104,112,122,97,102,103
CC1(C)N=C(N)N=C(N)N1c1ccc(OCC(=O)N2CCOCC2)cc1,100,102,118,106,106,105,99,111
COc1cc(/C=C2\C(=O)Nc3ccccc32)ccc1OCc1ccc(F)cc1,97,107,100,118,115,102,107,110
Cc1ccc2c(Cn3nnc(C(=O)O)c3C)cc(=O)oc2c1,96,95,106,94,94,103,100,113
CC(=O)c1ccc(C)nc1,97,104,109,91,139,107,109,112
COc1ccc(C2=NN(/C=C3\SC(=O)NC3=Nc3ccc(Cl)cc3)C(c3ccc(F)cc3)C2)cc1 (stereo not given),96,94,97,100,92,97,98,104
COc1cc(/C=C/c2cccnc2Nc2ccc(O)cc2)cc(OC)c1OC,99,72,102,106,96,80,107,93
COc1ccc(C(=O)c2cc(OC)c(OC)c(OC)c2)cc1/C=C/C(=O)c1ccc2c(c1)OCO2,-36*,33,12,51,54,9.0*,22,-57*
O=C1/C(=C/c2ccc(O)cc2)Oc2ccc(Cl)cc21,82,72,82,79,87,75,109,142
COc1ccc(NC(=O)c2sc3nc(C)c(C(O)c4ccccc4)cc3c2N)cc1 (stereo not given),55,24,38,64,23,23,46,57
Clc1ccc(N2c3nc4ccccc4cc3Sc3cc4ccccc4nc32)cc1,92,77,120,100,88,93,78,122
CCN(CC)CCOc1ccccc1Br,97,112,91,100,107,102,86,93
COc1ccc(/C=C/C(C)=O)cc1,102&107,101&101,97&132,103&99,104&101,99&104,102,95&121
CN(Cc1ccccc1)C(=O)C(=O)c1c[nH]c2ccccc12,101,126,96,103,118,102,105,118
C1CCC(N2CN3c4nonc4N4CN(C5CCCCC5)CN5c6nonc6N(C2)C3C45)CC1 (stereo not given),99,95,91,99,87,93,102,101
O=C(CN1CCCCC1)Nc1nc2ccc(NCc3ccc(Cl)cc3)cc2s1,98,112,100,111,103,101,111,108
CC(=O)NC(Cc1ccccc1)C(C)=O (stereo not given),92,87,110,83,97,101,105,111
C#CCNCCCN1C(=O)c2ccc3c4c(ccc(c24)C1=O)C(=O)N(CCCNCC#C)C3=O,-94*,-52*,.,-88*,-23*,-99*,-21*,-82*
O=C(Nc1ccc(Oc2ccc(F)cc2)c(Cl)c1)c1cccnn1,73,38,105,64,96,31,78,91
COc1ccc2c(c1)c(=O)c(C(=O)O)cn2CCCOc1ccc([N+](=O)[O-])cc1,103,91,100,85,100,91,106,109
O=C(NCC1Cc2cccc(-c3ccncc3)c2O1)c1csc2c1CCCC2 (stereo not given),100,94,98,98,98,95,104,112
COc1cccc(Cn2cc3c(c2-c2cc(OC)c(OC)c(OC)c2)CCCc2cnoc2-3)c1,80,83,102,101,89,96,86,103
CCOc1cccc(/C(N)=N/C(N)=N/c2nc(C)cs2)c1,105,98,105,109,116,99,109,129
CCC(=O)C[n+]1cc2ccccc2c2ccccc21,98,103,104,112,111,104,119,111
CCOC(=O)C1=NC(Cc2c[nH]c3ccccc23)C(=O)N(c2ccc(Cl)cc2)N1 (stereo not given),100,97,99,100,100,100,99,111
O=C1CSC(c2ccccc2Cl)N1n1cnnc1 (stereo not given),100,106,108,102,93,105,105,121
CCOC(=O)c1sc(NS(=O)(=O)c2ccccc2)nc1C,105,111,120,110,111,99,2.5*,123
CC(C)(C)c1cc(NC(=O)Cc2ccc(Nc3ncnc4[nH]ccc34)cc2)no1,87,60,76,98,76,73,58,70
OC1(O)CCN(Cc2ccccc2)CC1,96,109,.,96,90,110,102,106
Nc1ccccc1C(=O)N/N=C\c1cccc([N+](=O)[O-])c1,95,103,98,.,105,100,.,106
Cc1cc(C(F)(F)F)nc(NNc2nc(C)cc(C(F)(F)F)n2)n1,98,107,97,100,101,104,111,108
O=C(CC(=O)Nc1cccc(C(=O)O)c1)Nc1cccc(C(=O)O)c1,103,92,104,98,100,100,91,100
CCOC(=O)CSCc1nc(N)nc(Nc2ccc(C)cc2)n1,96,101,102,110,87,101,110,103
COC(=O)[C@]12CCC(C)(C)C[C@H]1[C@H]1C(=O)C[C@@H]3[C@@]4(C)CC[C@H](OC(C)=O)C(C)(C)[C@@H]4CC[C@@]3(C)[C@]1(C)CC2,68,.,96,77,98,92,91,86
CCOC(=O)CNC=O,112,94,99,81,96,105,101,111
Nc1nc(-c2ccc(Cl)cc2)c2cc[nH]c(=O)c2n1,.,96,116,108,122,108,102,106
Cc1cc(C)cc(C(=O)c2cc(Cl)ccc2OCCn2c(=O)ccn(CCOc3ccc(C#N)cc3)c2=O)c1,79,47,83,.,73,53,71,.
Cc1ccc(NC(=O)Oc2ccc(C#N)cc2)cc1Cl,.,102,117,106,111,100,.,105

# Part of the list above, with values under each structure:
# Value order – LOX IMVI, T-47D, MALME-3M, UACC-257, HS 578T, SK-MEL-5, SK-MEL-2, SK-MEL-28
- COc1cccc(Cn2cc3c(c2-c2cc(OC)c(OC)c(OC)c2)CCCc2cnoc2-3)c1
    80, 83, 102, 101, 89, 96, 86, 103
- CCOc1cccc(/C(N)=N/C(N)=N/c2nc(C)cs2)c1
    105, 98, 105, 109, 116, 99, 109, 129

# New compounds follow.
SMILES,LOX IMVI,T-47D,MALME-3M,UACC-257,HS 578T,SK-MEL-5,SK-MEL-2,SK-MEL-28
c1cc(-c2nc(N3CCOCC3)c3c4c(sc3n2)CCCCCC4)ccn1,88,81,102,.,113,.,.,107
COc1cc(-c2nc(-c3ccccc3)[nH]c2-c2ccnc(NCCCNS(=O)(=O)c3ccc(Cl)cc3)n2)ccc1Cl,63,46,91,75,81,86,82,67
N=C(c1ccccc1)N(Cc1ccccc1)Cc1ccccc1,.,95,94,94,113,104,85,99
COc1ccc(/C=C2\C=C(c3ccc(Cl)c(Cl)c3)N(C(=O)c3ccccc3)NC2=O)cc1,.,72,81,93,88,92,89,96
C[N+](C)(C)c1ccc(CC2c3ccccc3-c3ccccc32)cc1,86,51,75,.,4.7*,77,81,81
COc1cc(/C=C/C(=O)Oc2ccc(/C=C/c3cc(OC(=O)/C=C/c4cc(OC)c(O)c(OC)c4)cc(OC(=O)/C=C/c4cc(OC)c(O)c(OC)c4)c3)cc2)cc(OC)c1O,104,98,102,98,88,99,104,106
C=CC(=O)Nc1cccc(C)c1Nc1cc(-c2cccnc2Cc2c(C)c(OC)cc(OC)c2C)ncn1,14,.,66,21,30,58,-29*,44
COc1cccc2cc(-c3cc4ccccc4[nH]3)/c(=N/C(=O)Nc3ccccc3)oc12,95,.,76,.,98,92,92,97
COc1ccc2c(c1)c(-c1cc(-c3cn(C)c4ccc(OC)cc34)on1)cn2C,82,81,106,107,90,81,118,94
O=S(=O)(c1ccccc1)N1CCN(S(=O)(=O)c2ccccc2)CC1,93,98,97,113,90,95,107,99
CN(c1ccccc1)S(=O)(=O)c1ccc(NC(=O)CC(=O)c2ccccc2)cc1,92,78,92,99,104,95,85,104
COc1ccc(-c2cc(=O)oc3ccc(Cl)cc23)cc1F,22,50,103,47,20,.,36,59
O=C(Nc1ccc(S(=O)(=O)Nc2nccs2)cc1)c1ccncc1,97,98,105,.,130,101,99,114

# 21 entries from above, with tabs:
smiles	LOX IMVI	T-47D	MALME-3M	UACC-257	HS 578T	SK-MEL-5	SK-MEL-2	SK-MEL-28
Cc1cc(C(F)(F)F)nc(NNc2nc(C)cc(C(F)(F)F)n2)n1	98	107	97	100	101	104	111	108
O=C(CC(=O)Nc1cccc(C(=O)O)c1)Nc1cccc(C(=O)O)c1	103	92	104	98	100	100	91	100
CCOC(=O)CSCc1nc(N)nc(Nc2ccc(C)cc2)n1	96	101	102	110	87	101	110	103
COC(=O)[C@]12CCC(C)(C)C[C@H]1[C@H]1C(=O)C[C@@H]3[C@@]4(C)CC[C@H](OC(C)=O)C(C)(C)[C@@H]4CC[C@@]3(C)[C@]1(C)CC2	68	.	96	77	98	92	91	86
CCOC(=O)CNC=O	112	94	99	81	96	105	101	111
Nc1nc(-c2ccc(Cl)cc2)c2cc[nH]c(=O)c2n1	.	96	116	108	122	108	102	106
Cc1cc(C)cc(C(=O)c2cc(Cl)ccc2OCCn2c(=O)ccn(CCOc3ccc(C#N)cc3)c2=O)c1	79	47	83	.	73	53	71	.
Cc1ccc(NC(=O)Oc2ccc(C#N)cc2)cc1Cl	.	102	117	106	111	100	.	105
c1cc(-c2nc(N3CCOCC3)c3c4c(sc3n2)CCCCCC4)ccn1	88	81	102	.	113	.	.	107
COc1cc(-c2nc(-c3ccccc3)[nH]c2-c2ccnc(NCCCNS(=O)(=O)c3ccc(Cl)cc3)n2)ccc1Cl	63	46	91	75	81	86	82	67
N=C(c1ccccc1)N(Cc1ccccc1)Cc1ccccc1	.	95	94	94	113	104	85	99
COc1ccc(/C=C2\C=C(c3ccc(Cl)c(Cl)c3)N(C(=O)c3ccccc3)NC2=O)cc1	.	72	81	93	88	92	89	96
C[N+](C)(C)c1ccc(CC2c3ccccc3-c3ccccc32)cc1	86	51	75	.	4.7*	77	81	81
COc1cc(/C=C/C(=O)Oc2ccc(/C=C/c3cc(OC(=O)/C=C/c4cc(OC)c(O)c(OC)c4)cc(OC(=O)/C=C/c4cc(OC)c(O)c(OC)c4)c3)cc2)cc(OC)c1O	104	98	102	98	88	99	104	106
C=CC(=O)Nc1cccc(C)c1Nc1cc(-c2cccnc2Cc2c(C)c(OC)cc(OC)c2C)ncn1	14	.	66	21	30	58	-29*	44
COc1cccc2cc(-c3cc4ccccc4[nH]3)/c(=N/C(=O)Nc3ccccc3)oc12	95	.	76	.	98	92	92	97
COc1ccc2c(c1)c(-c1cc(-c3cn(C)c4ccc(OC)cc34)on1)cn2C	82	81	106	107	90	81	118	94
O=S(=O)(c1ccccc1)N1CCN(S(=O)(=O)c2ccccc2)CC1	93	98	97	113	90	95	107	99
CN(c1ccccc1)S(=O)(=O)c1ccc(NC(=O)CC(=O)c2ccccc2)cc1	92	78	92	99	104	95	85	104
COc1ccc(-c2cc(=O)oc3ccc(Cl)cc23)cc1F	22	50	103	47	20	.	36	59
O=C(Nc1ccc(S(=O)(=O)Nc2nccs2)cc1)c1ccncc1	97	98	105	.	130	101	99	114
